Hsp90 Hop PPI: changes Hsp90-Hop TPR2A binding signal, up or down; Potency, µM (doses to about 57 µM), inactives show at the highest dose activity change, negative = inhibition; AlphaScreen TPR2A-His6 binding biotin-Hsp90 C-terminal peptide; hit rate 0.44% among 71,000; active means well fitted curve in either direction with a large enough effect; inconclusive means small, poorly fitted or top-dose-only effect, or another doubt; further: on the % scale 0 is the no-effect control and ±100 the full control effect; many of its hits are not listed in these tables
HBB splicing: modulators of hemoglobin beta chain splicing; AID 925; Potency, µM (series often up to 46.1 µM), for the others: top-dose activation, actives largely listed as activators; HBB splicing reporter cell assay, activation; EGFP reporter with mutant IVS2-654 intron; response scale: normalised to 500 nM splice-correcting PNA; hit rate 0.06% among 65,000; further: 0% is about no effect
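HeLa cells stably expressing EGFP interrupted by mutant beta-globin intron 2 (IVS2-654), 500/well in 2% FCS. Treated with compound for 2 days at 37C. Splicing correction scored as total well GFP intensity (488 nm excitation, 500-520 nm emission); 500 nM antisense PNA served as control.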
ERK AVP block: vasopressin-driven ERK pathway inhibition | HEK293-V1b, vasopressin-stimulated pERK AlphaScreen | Potency, µM (titrated, usually from 57.5 µM), for the others: at the highest dose activity, negative = inhibition, most hits filed as inhibitors | hit rate 0.99% among 72,000 | AID 995; further: on the % scale 0 is the no-effect control and ±100 the full control effect; nearly all actives have a fitted effect of over 55% in size
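HEK293 cells stably expressing V1b receptor, seeded overnight in 1% FBS, were treated with compounds for 30 min at 37C, then stimulated 5 min with 25 nM vasopressin; phospho-ERK read by AlphaScreen SureFire after lysis.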
CRE Fsk mod: CRE-bla signaling modulation under forskolin stimulation. CHO CRE-bla reporter (cAMP response element driving beta-lactamase), forskolin EC10, beta-lactamase ratio. Potency, µM (highest dose often 38.2 µM), without a hit: at the highest dose activity change, negative = inhibition, usual class: activators. hit rate 2.5% among 71,000; active means well fitted activation curve with a large enough effect in the signal ratio, with a control signal flat, not every such curve was filed as active; inconclusive means small, poorly fitted or top-dose-only effect, or effect the other way, or a change in a side signal; the % refers to the signal ratio; further: % of control where 0% means no effect
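AC50 values, positive or negative, reflect shifts in EC10 NKH 477-induced CRE-bla reporter activity in CHO cells. Incubation lasted 3 h at 37 °C before CCF4 substrate (2 h, room temperature) and ratiometric 460/530 nm reading.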
Numbers without * were called inactive; ? = inconclusive; & = joins results of further samples; [ ] = another dose, or the depositor's remark. Unless noted, the call rests on the fitted dose curve; in most records, active means well fitted curve in the direction sought with a large enough effect; inconclusive means small, poorly fitted or top-dose-only effect, or another doubt; inactive means no such curve, though single readings can be large; an effect the other way counts as inactive or inconclusive. Potency means the concentration at half of the fitted maximal effect. Only part of the results is shown (hit frequency here may not be typical).

Assay codes: A = Hsp90 Hop PPI; B = HBB splicing; C = ERK AVP block; D = CRE Fsk mod
[1] O=[N+]([O-])c1c(Cl)cc(Cl)cc1Cl
  A: -3.5%	B: 0.0%	C: 11.5%	D: -7.5%

[2] Cc1nc2ccc(Cl)cc2[nH]1
  A: -3.5%	B: 0.0%	C: 3.5%	D: -11.8%

[3] COC(=O)c1ccc(C(NC(=O)OCc2ccccc2)/C(F)=C/[C@@H](C)C(=O)NC2CCCCC2)cc1 (some centres undefined)
  A: -3.2%	B: -1.1%	C: 2.7%	D: -7.4%

[4] CCC[C@@H]1C[C@@]1(CCC)C(NC(=O)c1ccc(-c2ccccc2)cc1)c1cccc(Cl)c1 (some centres undefined)
  A: -3.1%	B: -1.9%	C: -2.6%	D: 15.6%

[5] COC(=O)[C@@]1(Cc2ccc(OC)cc2)[C@H]2c3cc(C(=O)N4CCCC4)n(Cc4nc5ccccc5[nH]4)c3C[C@H]2CN1C(=O)c1ccccc1
  A: -13.4%	B: -0.2%	C: -14.2%	D: -10.5%

[6] O=C(c1ccccc1)C(O)c1ccccc1 (centres undefined)
  A: 1.0%	B: -0.3%	C: 15.8%	D: -14.9%

[7] Nc1cc([N+](=O)[O-])ccc1C(=O)O
  A: -4.5%	B: 0.8%	C: -10.5%	D: -4.1%

[8] C[C@H](CO)NC(=O)[C@@H]1C[C@H]1[C@@H](NP(=O)(c1ccccc1)c1ccccc1)c1ccccc1
  A: -5.2%	B: 2.2%	C: 3.1%	D: -13.6%

[9] COC(=O)c1ccc(C(NC(=O)OCc2ccccc2)/C(=C/[C@@H](C)C(=O)NCc2ccc(OC)c(OC)c2)c2cccnc2)cc1 (some centres undefined)
  A: 2.1%	B: 0.8%	C: 1.7%	D: -7.4%

[10] CSc1ccc(C=O)cc1
  A: 0.9%	B: -0.1%	C: 8.9%	D: -8.3%

Next part
Assay codes: A = Hsp90 Hop PPI; B = HBB splicing; C = ERK AVP block; D = CRE Fsk mod
[11] CCCC/C=C/C(NC(=O)Oc1cccc(C(F)(F)F)c1)c1ccccc1 (centres undefined)
  A: ?	B: 2.3%	C: 19.8%	D: -14.5%

[12] C[C@@H](C(=O)N[C@@H](CO)Cc1ccccc1)[C@@H]1C[C@@]1(C)[C@@H](NC(=O)OCc1ccccc1)c1ccccc1
  A: -11.2%	B: -0.7%	C: -4.9%	D: -20.3%

[13] c1ccc2c(c1)Oc1ccccc1S2
  A: 23.2%	B: -0.1%	C: 1.4%	D: 6.1%

[14] CCC/C=C(\CCC)C(NS(=O)(=O)c1ccc(Cl)cc1)c1ccccc1 (centres undefined)
  A: ?	B: 0.1%	C: 49.9%[activator]	D: ?

[15] CCCCCCN(C(=O)CCCCCN1C(=O)NC(c2ccc(-c3ccccc3)cc2)C(C(=O)OCc2ccccc2)=C1C)C(C(=O)NCCCC)c1ccc(OCC(=O)OC)cc1 (centres undefined)
  A: -6.4%	B: -1.4%	C: 0.5%	D: -3.5%

[16] O=Cc1ccc(C(=O)O)cc1
  A: -3.2%	B: 0.0%	C: 9.4%	D: -4.5%

[17] Cc1c(N)cccc1Cl
  A: -0.9%	B: 0.8%	C: 19.0%	D: -10.0%

[18] c1ccc2n[nH]nc2c1
  A: -6.9%	B: 0.7%	C: -7.9%	D: -12.0%

[19] COc1ccc(C)cc1N
  A: -5.9%	B: 0.0%	C: -1.6%	D: -7.4%

[20] CCCCCCCC(=O)O
  A: -2.3%&0.0%	B: -0.8%&-1.1%	C: -0.3%&-5.4%	D: -12.5%&2.0%

Some of these compounds in order of the CRE Fsk mod value, high to low.
# | Structure | Hsp90 Hop PPI | CRE Fsk mod
16 | O=Cc1ccc(C(=O)O)cc1 | -3.2% | -4.5%
19 | COc1ccc(C)cc1N | -5.9% | -7.4%
18 | c1ccc2n[nH]nc2c1 | -6.9% | -12.0%

Carrying on.
Assay codes: A = Hsp90 Hop PPI; B = HBB splicing; C = ERK AVP block; D = CRE Fsk mod
[21] COC(=O)[C@@]1(Cc2ccccc2)[C@H]2c3cc(C(=O)N(C)C)n(Cc4cc(C)n(C)n4)c3C[C@H]2CN1C(=O)c1ccccc1
  A: -4.2%	B: -0.6%	C: -9.5%	D: -19.0%

[22] O=Nc1ccc(NO)cc1
  A: -3.0%	B: -1.2%	C: 7.0%	D: ?

[23] COCC(=O)O
  A: 0.1%	B: -0.4%	C: 3.3%	D: -12.0%

[24] CCCCCCCCC1CO1 (centres undefined)
  A: -1.4%	B: 1.3%	C: 2.3%	D: -4.8%

[25] CC(=O)c1nccs1
  A: -2.5%	B: 1.8%	C: 0.2%	D: -2.2%

[26] Oc1cccc(O)c1O
  A: -9.0%	B: -0.2%	C: 3.1%	D: -10.9%

[27] CC(O)CC(C)O (centres undefined)
  A: -4.8%	B: -0.4%	C: 22.8%	D: 2.1%

[28] COC(=O)[C@@]1(Cc2ccc(OC)cc2)[C@H]2c3cc(C(=O)N(C)C)n(Cc4ccccc4)c3C[C@H]2CN1C(=O)c1ccccc1
  A: -22.3%	B: 0.6%	C: 11.1%	D: -2.1%

[29] CCOC(=O)OCC
  A: -2.8%	B: 2.0%	C: 24.9%	D: -6.8%

[30] O=C(NCC1CC1)[C@@H]1C[C@H]1[C@@H](NP(=O)(c1ccccc1)c1ccccc1)c1ccccc1
  A: -8.6%	B: -0.4%	C: -7.3%	D: -11.7%

The list goes on.
Assay codes: A = Hsp90 Hop PPI; B = HBB splicing; C = ERK AVP block; D = CRE Fsk mod
[31] C[C@@H]1CC2(OC[C@]3(C)O[C@H]23)O[C@H]2C[C@@]3(C)[C@@H]4CC[C@H]5C(C)(C)C(O[C@@H]6OC[C@@H](O)[C@H](O)[C@H]6O)CC[C@@]56C[C@@]46CC[C@]3(C)[C@@H]12 (some centres undefined)
  A: 1.3%	B: -0.4%	C: 18.8%	D: -21.0%

[32] COC(=O)[C@@]1(Cc2ccc(OC)cc2)[C@H]2c3cc(C(=O)N4CCCC4)n(CCO)c3C[C@H]2CN1C(=O)c1ccccc1
  A: -5.2%	B: 1.8%	C: 15.2%	D: ?

[33] CCC[C@@H]1C[C@@]1(CCC)C(NP(=O)(c1ccccc1)c1ccccc1)c1ccc(Cl)cc1 (some centres undefined)
  A: -10.1%	B: 0.8%	C: 19.7%	D: -16.8%

[34] O=C(O)c1ccc(Cl)c(Cl)c1
  A: -8.7%	B: -0.6%	C: 5.7%	D: -9.0%

[35] Cc1ccc(CNC(=O)[C@H](C)[C@H]2C[C@]2(C)[C@H](NC(=O)OCc2ccccc2)c2ccccc2)c(F)c1F
  A: 2.8%	B: 1.0%	C: 8.1%	D: ?

[36] CCCCNC(=O)C(c1ccc(OCC(=O)OC)c(C(=O)OC)c1)N(CCc1ccccc1)C(=O)CCCCCN1C(=O)NC(c2ccc(-c3ccccc3)cc2)C(C(=O)OCc2ccccc2)=C1C (centres undefined)
  A: -7.8%	B: -0.3%	C: 1.9%	D: 5.5%

[37] Cc1cc(C)cc(N)c1
  A: 3.3%	B: -0.1%	C: 8.0%	D: -7.1%

[38] COC(=O)N1[C@H](Cc2ccccc2)C=C[C@]1(C)C(=O)NCc1ccc(N(C)C)cc1
  A: -14.1%	B: -0.6%	C: 9.2%	D: -15.1%

[39] Cc1cc(C(C)(C)C)c(O)c(C(C)(C)C)c1
  A: -14.0%	B: 0.5%	C: 17.3%	D: -13.8%

[40] CC1=C(C(=O)OCc2ccccc2)C(c2ccc([N+](=O)[O-])cc2)NC(=O)N1CCCCCC(=O)O (centres undefined)
  A: -2.8%	B: 0.1%	C: 7.8%	D: 10µM*

Entries 26 through 37 of the list above:
Assay codes: A = Hsp90 Hop PPI; B = HBB splicing; C = ERK AVP block; D = CRE Fsk mod
[26] Oc1cccc(O)c1O
  A: -9.0%	B: -0.2%	C: 3.1%	D: -10.9%

[27] CC(O)CC(C)O (centres undefined)
  A: -4.8%	B: -0.4%	C: 22.8%	D: 2.1%

[28] COC(=O)[C@@]1(Cc2ccc(OC)cc2)[C@H]2c3cc(C(=O)N(C)C)n(Cc4ccccc4)c3C[C@H]2CN1C(=O)c1ccccc1
  A: -22.3%	B: 0.6%	C: 11.1%	D: -2.1%

[29] CCOC(=O)OCC
  A: -2.8%	B: 2.0%	C: 24.9%	D: -6.8%

[30] O=C(NCC1CC1)[C@@H]1C[C@H]1[C@@H](NP(=O)(c1ccccc1)c1ccccc1)c1ccccc1
  A: -8.6%	B: -0.4%	C: -7.3%	D: -11.7%

[31] C[C@@H]1CC2(OC[C@]3(C)O[C@H]23)O[C@H]2C[C@@]3(C)[C@@H]4CC[C@H]5C(C)(C)C(O[C@@H]6OC[C@@H](O)[C@H](O)[C@H]6O)CC[C@@]56C[C@@]46CC[C@]3(C)[C@@H]12 (some centres undefined)
  A: 1.3%	B: -0.4%	C: 18.8%	D: -21.0%

[32] COC(=O)[C@@]1(Cc2ccc(OC)cc2)[C@H]2c3cc(C(=O)N4CCCC4)n(CCO)c3C[C@H]2CN1C(=O)c1ccccc1
  A: -5.2%	B: 1.8%	C: 15.2%	D: ?

[33] CCC[C@@H]1C[C@@]1(CCC)C(NP(=O)(c1ccccc1)c1ccccc1)c1ccc(Cl)cc1 (some centres undefined)
  A: -10.1%	B: 0.8%	C: 19.7%	D: -16.8%

[34] O=C(O)c1ccc(Cl)c(Cl)c1
  A: -8.7%	B: -0.6%	C: 5.7%	D: -9.0%

[35] Cc1ccc(CNC(=O)[C@H](C)[C@H]2C[C@]2(C)[C@H](NC(=O)OCc2ccccc2)c2ccccc2)c(F)c1F
  A: 2.8%	B: 1.0%	C: 8.1%	D: ?

[36] CCCCNC(=O)C(c1ccc(OCC(=O)OC)c(C(=O)OC)c1)N(CCc1ccccc1)C(=O)CCCCCN1C(=O)NC(c2ccc(-c3ccccc3)cc2)C(C(=O)OCc2ccccc2)=C1C (centres undefined)
  A: -7.8%	B: -0.3%	C: 1.9%	D: 5.5%

[37] Cc1cc(C)cc(N)c1
  A: 3.3%	B: -0.1%	C: 8.0%	D: -7.1%

Remaining list, next part.
Assay codes: A = Hsp90 Hop PPI; B = HBB splicing; C = ERK AVP block; D = CRE Fsk mod
[41] CC1(C)C(=O)C(c2ccccc2)=C2CN3C(=O)N(CCc4ccccc4)C(=O)C3(Cc3ccccc3)C=C21 (centres undefined)
  A: ?	B: 0.9%	C: 7.6%	D: -19.9%

[42] Brc1cc(Br)c(Oc2cc(Br)c(Br)cc2Br)cc1Br
  A: 12.2%	B: 0.0%	C: 21.4%	D: 12.7%

[43] CC1CCC2CC1C2(C)C (centres undefined)
  A: -6.6%	B: 0.2%	C: 0.9%	D: -6.8%

[44] CCCCOCCOCCOCCCC
  A: -1.6%	B: 0.5%	C: 9.5%	D: -8.2%

[45] COC(=O)[C@@]1(Cc2ccc(F)cc2)[C@H]2c3cc(C(=O)N(C)C)n(Cc4c(CO)[nH]cc(C)c4=O)c3C[C@H]2CN1C(=O)c1ccccc1
  A: -0.9%	B: 1.0%	C: 0.4%	D: -22.4%

[46] COc1ccc(N=[N+]([O-])c2ccc(OC)cc2)cc1
  A: 1.3%	B: -1.6%	C: 1.3%	D: -4.3%

[47] COC(=O)[C@@H]1C[C@H]1[C@@H](NS(=O)(=O)c1ccccc1)c1ccccc1
  A: -6.1%	B: 1.0%	C: 3.2%	D: -8.4%

[48] Cc1ccc(-c2cc(C(F)(F)F)nn2-c2ccc(S(N)(=O)=O)cc2)cc1
  A: -2.1%	B: -1.5%	C: -14.1%	D: 5.3%

[49] CC(=O)OCc1ccco1
  A: 3.0%	B: -0.3%	C: -2.0%	D: -2.5%

[50] COC(=O)CS
  A: -8.6%	B: 0.6%	C: 26.0%	D: -11.1%

[51] COC(=O)[C@@]1(Cc2ccc(F)cc2)[C@H]2c3cc(C(=O)N4CCCC4)n(Cc4ccccn4)c3C[C@H]2CN1C(=O)c1ccccc1
  A: -5.3%	B: 1.5%	C: 4.5%	D: -17.0%
